OXTR potentiator = potentiates the human oxytocin receptor response | CHO-OTR cells, Fluo-8 calcium fluorescence, potentiator mode; 0% = oxytocin EC15, 100% = EC100 | actives 0.061% (n = 320,000) | P30559 | activation, % at 3 µM | AID 2445;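 active = activation above that plate's cutoff, the mean activation of tested compounds plus 3 SD, cut at about 6.6% in these data, passing the limit was not always enough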;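 also: 100% uses oxytocin at 75 nM as the full agonist control; some results filed as inactive read as strong as hits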
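Replication – single well per compound, singlicate · Assay system – CHO cell line stably expressing human OTR · Timing – 6 min pre-incubation, 100 s read · Measure – normalized max/min fluorescence ratio, % activation · Doses – 3.0 µM, one dose · Detection – Fluo-8 calcium dye fluorescence · Probe or stimulus – oxytocin near EC15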
TAAR1 antagonist = human TAAR1 antagonism. Q96RJ0. CHO RD-HGA16 TAAR1, Fluo-8 calcium fluorescence, antagonist. inhibition, % at 3 µM. actives 1.5% (n = 360,000). AID 624466;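 active = inhibition above a per-plate cutoff, the mean inhibition of test compounds on that plate plus 3 SD, cut at about 49% in these data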;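 also: 0% = DMSO plus EC80 beta-PEA response and 100% = DMSO alone without agonist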
Target sequence (Q96RJ0 whole entry, looked up): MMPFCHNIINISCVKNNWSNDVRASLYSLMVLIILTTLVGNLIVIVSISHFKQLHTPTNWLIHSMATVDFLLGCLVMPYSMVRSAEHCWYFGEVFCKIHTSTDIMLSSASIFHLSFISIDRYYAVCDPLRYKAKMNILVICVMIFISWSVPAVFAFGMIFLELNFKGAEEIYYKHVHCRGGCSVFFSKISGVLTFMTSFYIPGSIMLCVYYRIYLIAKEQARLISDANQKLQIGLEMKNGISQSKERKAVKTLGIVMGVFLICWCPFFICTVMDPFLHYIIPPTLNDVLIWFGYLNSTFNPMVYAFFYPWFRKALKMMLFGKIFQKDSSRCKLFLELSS
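Material: RD-HGA16 CHO cells with stable hTAAR1 and Gα16; Dosing: single nominal final test compound concentration of 3 µM; Schedule: seeding 17-24 h prior, 75-min 37 °C, 30-min RT dye loading; Detection: kinetic Fluo-8 calcium fluorescence measurement; Measure: % inhibition from peak post-agonist over basal fluorescence ratio; Benchmarks: vehicle and agonist controls.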
M1 ag = activates human CHRM1 receptor; activation, % at 3 µM; CHO-K1 hM1, Fluo-8 calcium fluorescence, agonist mode; 0% DMSO, 100% acetylcholine EC100; AID 588814; actives 0.33% (n = 360,000);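 active = activation above the run's mean compound activation plus 3 SD, cut at about 16% in these data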;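 also: peak over basal fluorescence ratio within a 140 s kinetic read after compound addition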
CHO parental Ca = counter-screen for OX1R antagonists: effect in parental CHO cells | parental CHO-K1, ATP-induced calcium, Fluo-8 fluorescence | inhibition, % at 5.6 µM | actives 0.63% (n = 330,000) | AID 463079;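 active = inhibition above that plate's mean sample inhibition plus 3 SD, cut at about 26% in these data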;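 also: 0% = ATP-challenged DMSO wells and 100% = DMSO wells without ATP; some compounds past the cut are filed as inactive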
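Material: parental CHO cells / Compound: single nominal dose of 5.6 µM per compound / Signal: Fluo-8 fluorescence / Replicates: singlicate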
V1aR counter = activates human V1a receptor in oxytocin agonist counter-screen | activation, % at 3 µM | CHO-V1R cells, Fluo-8 calcium fluorescence, agonist mode; 0% DMSO, 100% 3 nM vasopressin | actives 0.25% (n = 320,000) | AID 2797 | P37288;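 active = activation above the mean activation of all tested compounds plus 3 SD, per screening run, cut at about 20% in these data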;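 also: signal is peak over basal fluorescence ratio across a 100 second FLIPR read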
Target sequence (P37288 whole entry, looked up): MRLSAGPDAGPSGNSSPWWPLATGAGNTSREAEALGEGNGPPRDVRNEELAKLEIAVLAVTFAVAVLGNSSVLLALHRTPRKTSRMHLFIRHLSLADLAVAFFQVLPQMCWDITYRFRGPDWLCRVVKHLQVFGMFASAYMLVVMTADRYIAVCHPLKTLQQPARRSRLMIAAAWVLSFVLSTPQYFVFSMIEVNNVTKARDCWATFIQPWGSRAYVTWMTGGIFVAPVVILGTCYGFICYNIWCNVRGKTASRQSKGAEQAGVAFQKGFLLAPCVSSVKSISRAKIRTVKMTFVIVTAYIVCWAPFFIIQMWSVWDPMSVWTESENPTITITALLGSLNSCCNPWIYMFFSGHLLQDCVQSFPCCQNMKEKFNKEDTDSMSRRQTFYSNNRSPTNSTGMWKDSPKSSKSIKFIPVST
OXTR ag = agonists of human oxytocin receptor; P30559; CHO-OTR cells, Fluo-8 calcium fluorescence; normalized: DMSO 0%, oxytocin 100%; activation, % at 3 µM; actives 0.32% (n = 320,000);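 active = activation above the mean of all tested compounds plus 3 SD, cutoff set per screening run, cut at about 20% in these data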;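 also: peak over basal fluorescence ratio from a 100 s FLIPR kinetic read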
M1 PAM = positive allosteric modulators of human M1 muscarinic receptor | AID 588819 | CHO-K1 hM1, Fluo-8 calcium fluorescence, ACh EC20; 0% = ACh EC20, 100% = maximal ACh | activation, % at 3 µM | actives 0.088% (n = 360,000) | P11229; in the data active = activation above about 19%, passing the limit was not always enough
TAAR1 agonist = agonists of human TAAR1 | CHO RD-HGA16 TAAR1, Fluo-8 calcium fluorescence; vehicle wells 0%, saturating PEA agonist 100% | activation, % at 3 µM | AID 624467 | actives 0.99% (n = 360,000) | Q96RJ0;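 active = activation above the mean activation of all test compounds in the run plus 3 SD, cut at about 38% in these data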
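Repeats: no replicates (n 1) | Material: CHO-derived RD-HGA16 cells with stable Gα16 and human TAAR1 | Technique: Kinetic Fluo-8 calcium fluorescence | Schedule: 17-24 h seeding, 75 min 37 °C dye, 30 min RT | Evaluation: % activation from peak over basal fluorescence ratio, DMSO-to-PEA scaled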
M1 antag = antagonists of human M1 muscarinic receptor; AID 588852; CHO-K1 hM1, Fluo-8 calcium fluorescence, ACh EC80 antagonist; actives 1.3% (n = 360,000); inhibition, % at 3 µM;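 active = percent inhibition above its own plate's cutoff, namely the mean of that plate's compound wells plus 3 SD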;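 also: peak over basal fluorescence ratio during 140 s after agonist addition; 0% = ACh EC80 plus DMSO and 100% = DMSO alone without agonist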
* marks the source's active call; other numbers are inactive results.

`CN1CCN(c2nc3ccccc3nc2C(C#N)C(=O)OC2CCCCC2)CC1` (stereo not given) gave OXTR potentiator -0.5, TAAR1 antagonist -13.8, M1 ag -6.3, CHO parental Ca -14.3, V1aR counter 0.2, OXTR ag 0.3, M1 PAM -2.8, TAAR1 agonist 11.7 and M1 antag -1.8.
Cc1nn(CC(=O)c2ccccc2Cl)c(C)c1[N+](=O)[O-] was read as OXTR potentiator -2.9, TAAR1 antagonist -15.8, M1 ag -4.9, CHO parental Ca -19.2, V1aR counter -1.3, OXTR ag -2.6, M1 PAM 3.6, TAAR1 agonist 0.3 and M1 antag 2.5.
For CN1C(=O)C(CC(=O)Nc2ccc(F)cc2)N(Cc2ccco2)C1=S (stereo not given) the results were OXTR potentiator -14.6, TAAR1 antagonist -3.2, M1 ag -4.6, CHO parental Ca -3.5, V1aR counter 1.6, OXTR ag 1.1, M1 PAM 7.1, TAAR1 agonist 5.9 and M1 antag -6.2.
Screening CCOc1ccc(N(CC(=O)Nc2cc(Cl)ccc2C)S(C)(=O)=O)cc1 returned OXTR potentiator -0.5, TAAR1 antagonist -6.2, M1 ag -4.7, CHO parental Ca -7.9, V1aR counter -0.1, OXTR ag -0.6, M1 PAM 4.4, TAAR1 agonist 1.4 and M1 antag -2.4.
CN(C)C(=S)Nc1nc2ccccc2s1 was read as TAAR1 antagonist 10.6, M1 ag -6.0, M1 PAM -7.3, TAAR1 agonist 4.1 and M1 antag -1.1.
CCCCN(C(=O)CSc1n[nH]c(-c2ccc(C)cc2)n1)c1c(N)n(CCCC)c(=O)[nH]c1=O was read as OXTR potentiator -5.9, TAAR1 antagonist -1.4, M1 ag 0.1, CHO parental Ca -2.9, V1aR counter 0.5, OXTR ag 0.1, M1 PAM -1.6, TAAR1 agonist 0.8 and M1 antag 11.3.
Screening COc1ccc(S(=O)(=O)N2CCCCCC2)cc1N(C)S(=O)(=O)c1ccccc1 returned OXTR potentiator -11.4, TAAR1 antagonist 3.0, M1 ag -7.4, CHO parental Ca -8.3, V1aR counter 3.9, OXTR ag 0.4, M1 PAM 0.3, TAAR1 agonist 5.0 and M1 antag -5.1.
COc1cc(OC)c(OC)cc1/C=N/NC(=O)c1cc(-c2cccn2C)n[nH]1 was read as OXTR potentiator 5.2, TAAR1 antagonist 9.8, M1 ag -3.2, CHO parental Ca -14.0, V1aR counter -0.9, OXTR ag -0.5, M1 PAM -4.6, TAAR1 agonist 10.4 and M1 antag 8.2.
Screening COc1ccc(-c2ccc3c(c2)C2CC3CCN2CCC#N)cc1 (stereo not given) returned TAAR1 antagonist 30.0, M1 ag -2.7, M1 PAM 2.9, TAAR1 agonist 10.3 and M1 antag -10.6.
Cc1ccccc1Nc1nc(N)nc(CSc2nncn2C)n1 was read as OXTR potentiator -3.7, TAAR1 antagonist 10.5, M1 ag -7.0, CHO parental Ca -14.2, V1aR counter 0.2, OXTR ag 0.7, M1 PAM 10.0, TAAR1 agonist -0.2 and M1 antag -2.1.
`Cc1ccc(-n2c(N)c(Br)c(=O)[nH]c2=O)cc1C` gave OXTR potentiator -9.1, TAAR1 antagonist -11.9, M1 ag -2.4, CHO parental Ca -2.0, V1aR counter 0.5, OXTR ag 0.8, M1 PAM 2.1, TAAR1 agonist 4.6 and M1 antag -3.5.
Screening COc1ccc(NC(=O)c2cccnc2N2CCCC2)cc1 returned OXTR potentiator 3.5, TAAR1 antagonist 0.7, M1 ag -3.8, CHO parental Ca -8.5, V1aR counter 0.7, OXTR ag 1.6, M1 PAM -1.0, TAAR1 agonist 6.6 and M1 antag 0.4.
CCN1C(=O)[C@H]2[C@@H](c3ccc(C(F)(F)F)cc3)N[C@]3(CCCN(Cc4ccco4)C3=O)[C@H]2C1=O was read as TAAR1 antagonist 0.2, M1 ag -2.5, M1 PAM 11.1, TAAR1 agonist -0.7 and M1 antag -16.1.
CCN1C(=O)N(C)[C@@H](c2ccccc2)C(C(=O)OC)=C1C was read as OXTR potentiator -7.8, TAAR1 antagonist 13.4, M1 ag -5.1, CHO parental Ca -8.0, V1aR counter -0.5, OXTR ag -0.8, M1 PAM 4.8, TAAR1 agonist 2.8 and M1 antag -4.8.
`O=C(NC1CCCC1)C(c1cc2c(cc1[N+](=O)[O-])OCO2)N1CCCC1` (stereo not given) gave OXTR potentiator 5.3, TAAR1 antagonist -23.1, M1 ag -6.0, CHO parental Ca -3.4, V1aR counter 0.9, OXTR ag 0.9, M1 PAM 5.1, TAAR1 agonist -1.0 and M1 antag -6.8.
Screening COc1ccc(N/C=C\C(=O)c2ccc(C)cc2)cc1OC returned OXTR potentiator -5.7, TAAR1 antagonist 8.1, M1 ag -8.9, CHO parental Ca -23.8, V1aR counter 1.2, OXTR ag -0.7, M1 PAM 5.1, TAAR1 agonist -0.3 and M1 antag -1.8.
COc1ccc2oc(=N)c(C(=O)Nc3ccc(Br)cc3)cc2c1 was read as OXTR potentiator -11.8, TAAR1 antagonist -1.3, M1 ag 1.6, CHO parental Ca -0.5, V1aR counter 0.0, OXTR ag -0.9, M1 PAM 11.2, TAAR1 agonist 2.9 and M1 antag -14.3.
Cc1cccc(OC(C)C(=O)N2CCCN(C)CC2)c1C (stereo not given) was read as OXTR potentiator 1.7, M1 ag -6.2, CHO parental Ca -1.6, V1aR counter 0.6, OXTR ag 0.1, M1 PAM 4.9 and M1 antag -7.6.
Screening Cc1ccc(Oc2ccc(Cl)cc2NC(=O)c2ccc(F)cc2F)cc1 returned OXTR potentiator -9.5, TAAR1 antagonist -11.5, M1 ag -2.2, CHO parental Ca -13.9, V1aR counter 0.8, OXTR ag -0.3, M1 PAM 8.1, TAAR1 agonist 14.5 and M1 antag 2.2.
Screening CCOC(=O)[C@H]1[C@H]2COc3ccc(OC)cc3[C@@H]2N2C(=O)c3ccccc3NC(=O)[C@@]12C returned OXTR potentiator -2.5, TAAR1 antagonist -13.5, M1 ag -1.1, CHO parental Ca -8.5, V1aR counter 0.6, OXTR ag -0.1, M1 PAM 11.8, TAAR1 agonist 10.2 and M1 antag -2.2.

An excerpt from further up:
Screening COc1ccc(N/C=C\C(=O)c2ccc(C)cc2)cc1OC returned OXTR potentiator -5.7, TAAR1 antagonist 8.1, M1 ag -8.9, CHO parental Ca -23.8, V1aR counter 1.2, OXTR ag -0.7, M1 PAM 5.1, TAAR1 agonist -0.3 and M1 antag -1.8.
COc1ccc2oc(=N)c(C(=O)Nc3ccc(Br)cc3)cc2c1 was read as OXTR potentiator -11.8, TAAR1 antagonist -1.3, M1 ag 1.6, CHO parental Ca -0.5, V1aR counter 0.0, OXTR ag -0.9, M1 PAM 11.2, TAAR1 agonist 2.9 and M1 antag -14.3.

Further records follow:
Screening Cc1cccc(-c2nsc(SCC(=O)Nc3ccc4c(c3)OCO4)n2)c1 returned OXTR potentiator -10.7, TAAR1 antagonist 2.1, M1 ag -5.5, CHO parental Ca -30.0, V1aR counter -0.3, OXTR ag -1.6, M1 PAM -2.6, TAAR1 agonist 0.4 and M1 antag 6.9.
Screening CCC(=O)N1CCCN(S(=O)(=O)c2ccc(C)cc2)C1c1ccc(OC)cc1 (stereo not given) returned OXTR potentiator -1.8, TAAR1 antagonist -3.2, M1 ag -9.6, CHO parental Ca -22.2, V1aR counter 1.0, OXTR ag -0.5, M1 PAM 7.8, TAAR1 agonist 2.2 and M1 antag -8.2.
Cc1nn(-c2ccccc2)c2sc(C(=O)N3CCCCC3)cc12 was read as OXTR potentiator -17.1, M1 ag -6.0, CHO parental Ca -24.8, V1aR counter -0.5, OXTR ag -3.0, M1 PAM -2.1 and M1 antag -10.3.
Screening Cc1ccc(NS(=O)(=O)c2ccc(NC(=O)c3cccs3)cc2)cc1 returned OXTR potentiator -28.2, TAAR1 antagonist 29.9, M1 ag -0.8, CHO parental Ca -8.4, V1aR counter 7.1, OXTR ag 3.5, M1 PAM 0.0, TAAR1 agonist 20.7 and M1 antag 7.3.
`CCOc1ccccc1OCC(=O)Nc1nnc(COC)s1` gave OXTR potentiator -4.5, TAAR1 antagonist -8.8, M1 ag -4.7, CHO parental Ca -2.2, V1aR counter -1.4, OXTR ag -1.0, M1 PAM 4.0, TAAR1 agonist 4.3 and M1 antag -2.0.
Screening COc1ccccc1NC(=O)CN1CCN(CC(=O)Nc2cc(NC(C)=O)ccc2OC)CC1 returned OXTR potentiator -6.9, TAAR1 antagonist 3.8, M1 ag -2.6, CHO parental Ca -2.8, V1aR counter 0.8, OXTR ag 0.0, M1 PAM -6.6, TAAR1 agonist 9.7 and M1 antag -1.5.
For CC(C)[C@H](NC(=O)C1CCN(S(=O)(=O)c2ccccc2)CC1)C(=O)NCc1ccco1 the results were OXTR potentiator -10.2, TAAR1 antagonist -25.3, M1 ag -3.4, CHO parental Ca -13.8, V1aR counter 0.8, OXTR ag 1.0, M1 PAM 5.8, TAAR1 agonist 3.5 and M1 antag -5.9.
`COc1ccc(CNC(=O)C2CCN(C(=O)N(C)C)CC2)c(OC)c1` gave OXTR potentiator -1.6, M1 ag -3.5, CHO parental Ca -1.1, V1aR counter 1.5, OXTR ag 0.1, M1 PAM 6.8 and M1 antag -2.1.
For O=C(C[n+]1ccc(C(=O)NCCCO)cc1)c1cccc(Br)c1 the results were OXTR potentiator -5.5, TAAR1 antagonist -12.0, M1 ag -2.6, CHO parental Ca -6.9, V1aR counter -0.5, OXTR ag 0.7, M1 PAM 8.5, TAAR1 agonist 1.0 and M1 antag -12.4.
`O=C(Nc1ccccc1N1CCN(c2ccccc2)CC1)c1ccccc1` gave OXTR potentiator -10.5, TAAR1 antagonist 23.5, M1 ag -2.6, CHO parental Ca -28.4, V1aR counter -1.5, OXTR ag -2.6, M1 PAM 0.5, TAAR1 agonist -0.2 and M1 antag 0.3.
O=c1c2ccccc2c2c(O)nc(-c3ccccc3)n2n1Cc1ccccc1 was read as OXTR potentiator -2.8, TAAR1 antagonist -6.0, M1 ag -2.8, CHO parental Ca -8.4, V1aR counter 0.5, OXTR ag -0.4, M1 PAM 3.0, TAAR1 agonist 8.6 and M1 antag -14.8.
Screening CCOc1ccccc1C(=O)NCC(=O)NNC(=O)c1cccs1 returned OXTR potentiator 6.1, TAAR1 antagonist -0.3, M1 ag -1.2, CHO parental Ca -14.8, V1aR counter 2.6, OXTR ag -0.3, M1 PAM 7.0, TAAR1 agonist 6.1 and M1 antag -3.8.
`CCSc1nc2ccc(N3C(=O)C4C5C=CC(C5)C4C3=O)cc2s1` (stereo not given) gave OXTR potentiator -4.6, TAAR1 antagonist 20.0, M1 ag -5.9, CHO parental Ca -31.7, V1aR counter 3.8, OXTR ag -1.5, M1 PAM 1.3, TAAR1 agonist 1.6 and M1 antag -8.8.

Bioassay records from PubChem BioAssay.
